OX1R antag-1 = antagonists of human orexin 1 receptor (OX1R). Orexin/Hypocretin receptor type 1 (Homo sapiens), O43613. OX1R-expressing cells, FRET antagonist read-out. inhibition, % at 6.6 µM. 1.8% of 330,000 active. AID 485270, 2010; in the data active = inhibition mostly above about 38%, no sharp cut-off; inactive = mostly below about 40%;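 also: 0% = agonist challenge alone and 100% = reference antagonist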
Target sequence (O43613 whole entry, looked up): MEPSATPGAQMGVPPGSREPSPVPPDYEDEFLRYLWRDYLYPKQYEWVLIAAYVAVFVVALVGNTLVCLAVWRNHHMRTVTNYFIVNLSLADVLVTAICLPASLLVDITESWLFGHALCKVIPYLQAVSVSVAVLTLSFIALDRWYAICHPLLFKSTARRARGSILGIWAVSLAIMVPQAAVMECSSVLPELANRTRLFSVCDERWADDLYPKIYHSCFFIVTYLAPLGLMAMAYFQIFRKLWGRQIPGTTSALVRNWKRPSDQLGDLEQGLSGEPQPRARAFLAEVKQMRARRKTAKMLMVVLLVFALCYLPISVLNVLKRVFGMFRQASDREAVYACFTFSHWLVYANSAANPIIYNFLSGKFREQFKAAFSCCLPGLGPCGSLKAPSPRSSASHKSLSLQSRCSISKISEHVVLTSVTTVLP
STK33 inh = inhibitors of purified STK33 kinase, primary screen, biochemical, ADP-Glo luminescence, homogeneous, cell-free. Serine/threonine-protein kinase 33 (Homo sapiens), Q9BYT3. MBP phosphorylation. inhibition, % at 10 µM. 0.073% of 320,000 active;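 active = inhibition at or above 25%, using the most active replicate where run in duplicate; inactive = inhibition below 25%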
Target sequence (Q9BYT3 whole entry, looked up): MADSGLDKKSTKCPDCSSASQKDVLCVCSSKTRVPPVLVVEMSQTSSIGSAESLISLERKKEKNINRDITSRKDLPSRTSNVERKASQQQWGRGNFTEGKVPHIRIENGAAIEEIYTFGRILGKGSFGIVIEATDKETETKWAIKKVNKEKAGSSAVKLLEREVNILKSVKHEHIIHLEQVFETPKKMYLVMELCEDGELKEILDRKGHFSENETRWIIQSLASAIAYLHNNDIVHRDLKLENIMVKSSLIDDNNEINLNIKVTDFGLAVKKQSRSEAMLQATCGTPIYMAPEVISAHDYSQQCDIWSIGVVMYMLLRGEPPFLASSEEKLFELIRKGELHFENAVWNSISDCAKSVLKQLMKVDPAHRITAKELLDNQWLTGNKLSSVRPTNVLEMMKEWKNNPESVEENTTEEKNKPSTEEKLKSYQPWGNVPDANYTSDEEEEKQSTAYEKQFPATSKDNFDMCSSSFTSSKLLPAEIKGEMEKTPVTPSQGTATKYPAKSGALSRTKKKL
OX1R antag-2 = OX1R (HCRTR1) antagonists, primary screen, fluorescence, CHO/OX1R cells, Fluo-8 calcium, orexin A. Orexin/Hypocretin receptor type 1 (Homo sapiens), O43613. Fluo-8 calcium fluorescence. inhibition, % at 5 µM. 0.43% of 330,000 active. AID 434989, 2010;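 active = inhibition above its plate's threshold, mean inhibition of all tested compounds on the plate plus 3 SD, cut at about 37% in these data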;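 also: 0% = orexin A challenge wells and 100% = SB-334867-A antagonist wells; not every result past the cut was called active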
Starred values were filed as active, the others as inactive; / = no result given; & = joins results of further samples.

SMILES	OX1R antag-1	STK33 inh	OX1R antag-2
COc1cc(C(=O)NC(C(=O)Nc2cccc(C(C)=O)c2)C(C)C)cc(OC)c1OC (configuration not stated)	28	-1.3	-16
COc1ccc(C(=O)N/C(=C\c2cn(C)c3ccccc23)C(=O)NCCCN2CCOCC2)cc1OC	11	1.5	-23
Cc1ccccc1NC(=O)N1CCC(NC(=O)C2CCCCC2)CC1	9	0.1	-3
Cn1cc(Cl)c(-c2nc3ccccc3[nH]2)n1	4	-0.3	-9
Cc1onc(C(=O)/C=C/N(C)C)c1C(=O)Nc1nccs1	19	-0.5	-15
COc1ccc(OC)c(/C=N/c2oc(-c3ccco3)c(-c3ccco3)c2C#N)c1	21	3.1	-14
CC(C)c1ccc(NC(=S)Nc2cccc3ccccc23)cc1	32	-0.4	-27
Fc1ccccc1NC(=S)Nc1ccc(CN2CCOCC2)cc1	8	2.1	-6
CCCn1c(SCC(=O)N2CCCC(C)C2)nnc1-c1ccccn1 (configuration not stated)	24	-0.1	-15
CC/C(C)=C1\SC(N2CCN(c3cccc(C(F)(F)F)c3)CC2)=NC1=O	8	-0.7	-9
CC(=O)c1ccc(N2C(=NC(=O)C(C)C)SC3CS(=O)(=O)CC32)cc1 (configuration not stated)	14	0.3	-5
COc1cccc(NC(=O)Nc2cc(NC(=O)Nc3cccc(OC)c3)c(C)nc2C)c1	2	-1.9	11
Cc1nc(CN(C)C(=O)CC2C(=O)NCCN2Cc2ccc(F)cc2)cs1 (configuration not stated)	23	-0.3	-12
CC(OC(=O)c1ccc2c(c1)OCCO2)C(=O)c1ccccc1 (configuration not stated)	15	0.0	-34
COc1cccc(C(=O)NCCS(=O)(=O)NCc2cccs2)c1	23	0.3	1
O=C(CCc1ccccc1)Nc1ccccc1F	10	-1.0	-15
Cc1cc(C(=O)Nc2sccc2C(N)=O)c(C)o1	7	2.6	-13
Cc1ccccc1Nc1nnc(SCC(=O)c2cc3ccccc3o2)s1	31	0.1	-13
Cc1cc(C)cc(OCCN2CCOCC2)c1	8	-3.4	-9
COc1ccccc1NC(=O)c1ccc(C)s1	11	0.0	-13
Cc1occc1C(=O)NCc1nc(-c2ccc(Cl)cc2)no1	13	-0.7	-11
CN(Cc1ccccc1)Cc1c[nH]c2ccccc12	15	0.3	-19
c1cnc2ncc3sccc3c2c1	8	-1.0	-3
COC(=O)c1cn(NC(=O)c2cccc(OC)c2)c(=O)c2ccccc12	11	-0.7	-32
Cc1ccc(S(=O)(=O)N2CCN(C(=O)Cn3nc(C)c([N+](=O)[O-])c3C)CC2)c(C)c1	6	-0.8	-33
Next structures:
SMILES	OX1R antag-1	STK33 inh	OX1R antag-2
Cc1c(NC(=O)C(C)Sc2nc3ccccc3c(=O)n2CCO)c(=O)n(-c2ccccc2)n1C (configuration not stated)	6	-0.9	-16
Cc1ccc(S(=O)(=O)N2CCN(S(=O)(=O)c3ccccc3Br)C2=O)cc1	12	/	0
O=C(O)c1ccc2c(c1)OCCO2	12	1.5	-11
CC1CCCC(C)N1/N=C/c1ccccc1F (configuration not stated)	8	-1.3	-6
CC(C)CN1CCN(CC#Cc2ccccc2)CC1CCO (configuration not stated)	4	-1.4	-27
CCc1ccc(N2CC(C(=O)Nc3cc(C)ccc3F)CC2=O)cc1 (configuration not stated)	2	-0.5	-14
CCSc1ncc(Cl)c(C(=O)Nc2sc3c(c2C(=O)NCc2cccnc2)CCCC3)n1	5	-1.7	-8
CCSC1=N/C(=C/c2ccsc2)C(=O)N1c1ccccc1	8	-2.8	-29
CC(C)C(=O)N1CCN(c2ccc(NC(=O)c3cccs3)cc2Cl)CC1	37	0.6	-11
C=CCNC(=O)c1ccc([N+](=O)[O-])c(Cl)c1	9	0.8	-9
COc1ccc(C(=O)OCCN2C(=O)c3ccccc3C2=O)cc1	28	-1.1	-36
O=C(Nc1ccc(F)cc1)C1CCN(c2nnnn2-c2ccccc2)CC1	15	0.2	-3
CCC(=O)N1c2ccccc2-c2nnc(SC)nc2OC1c1ccc(N(C)C)cc1 (configuration not stated)	13	-0.5	-19
C=CCN(C(=O)Nc1ccc(F)cc1)C1CC(=O)N(c2ccc(OC)cc2)C1=O (configuration not stated)	9	-1.3	-16
N#CC1=C(N)OC2=C(CC/C2=C\c2ccccc2Cl)C1c1ccccc1Cl (configuration not stated)	17	-1.0	-23
COc1cccc(CNC(=O)C2Cc3ccccc3CN2C(C)=O)c1 (configuration not stated)	15	-0.8	-10
CCCCCC(=O)NC(NC(=S)NC1CCS(=O)(=O)C1)C(Cl)(Cl)Cl (configuration not stated)	-8	-4.5	8
Cc1cc(C)cc(-n2c(C)nc3cc(C(=O)O)ccc32)c1	19	-1.0	2
O=c1c2ccccc2c(C=Nc2cccc(S(=O)(=O)NCc3ccco3)c2)c(O)n1-c1ccc(Cl)cn1	66*	-0.7	4
Cc1cc(NC(=O)CCCn2nc(C)c([N+](=O)[O-])c2C)no1	7	-0.2	-19
CC1(C2CC2)NC(=O)NC1=O (configuration not stated)	19	-0.6	-54
Fc1ccc(-c2ccnc3nc(N4CCN(c5ccccc5)CC4)nn23)cc1	15	0.7	-25
CC1Sc2ccc(S(=O)(=O)N3CCC(C(=O)NCc4ccccc4)CC3)cc2NC1=O (configuration not stated)	-3	-1.0	-17
O=C1c2cccc3c([N+](=O)[O-])c(O)cc(c23)C(=O)N1Nc1ccccc1	70	1.1	-17
Cc1ccc(S(=O)(=O)N2CCCOC2CNC(=O)C(=O)NCCCn2ccnc2)cc1 (configuration not stated)	20	4.2	-11
Further compounds follow:
SMILES	OX1R antag-1	STK33 inh	OX1R antag-2
COc1cc(NC(=O)COC(=O)CNC(=O)C2CCCCC2)cc(OC)c1	8	0.0	3
CCCNC(=O)NC(=O)CSc1ccc2c(c1)OCCO2	24	-1.1	-32
Cn1c(=O)c(=O)n(C)c2cc(N3CCOCC3)c(NS(=O)(=O)c3ccc([N+](=O)[O-])cc3)cc21	47	14	-17
O=C(/C=C/c1ccc2c(c1)OCCCO2)c1ccccc1O	19	1.7	-28
O=[n+]1c2c(n([O-])c3ccccc31)CCCC2	17	-3.5	6
CC1CN(C(=O)c2cc3cc(Br)ccc3[nH]2)CC(C)O1 (configuration not stated)	5	-0.9	-44
O=C(Oc1coc(CSc2nnc(NC(=O)C3CC3)s2)cc1=O)c1ccccc1	7	-2.1	-10
Cc1cccc(OCC(=O)N(Cc2ccco2)C2CCS(=O)(=O)C2)c1 (configuration not stated)	12	-0.2	-26
C=CC[n+]1c(/C=C2\C=Cc3cc(C)ccc3N2CC)ccc2ccccc21	114*	/	69*
COc1cc(-c2noc(CCCC(=O)NCc3ccco3)n2)cc(OC)c1OC	17	-2.0	-20
COc1cc2cc(Oc3ccc4ccc(=O)oc4c3)c(=O)oc2cc1O	32	-1.0	-16
Nc1cccc(O)c1	13	0.3	9
O=C(Nc1ccc(F)cc1)c1sc2cc(C(F)(F)F)cnc2c1-c1cccs1	20	-0.8	-25
Cc1ccc2nc(Nc3nc(C)cc(C(F)(F)F)n3)nc(C)c2c1	9	/	-22
Cc1ccc(NC(=O)c2cnc3ccccc3n2)cc1C	16	-1.5	-32
O=C(CN1C(=O)NC2(CCCCC2)C1=O)N1CCN(S(=O)(=O)c2ccc(Cl)s2)CC1	2	-1.0	8
CC(C)(C)c1ccc(-c2nnc(N)o2)cc1	7	-1.8	-2
CCC1CCCCN1CCCNC(=O)CCC(=O)N1CCOc2ccccc21 (configuration not stated)	9	-1.1	-11
CC(C)[C@H](NC(=O)Nc1cccc(C(F)(F)F)c1)C(=O)O	13	-0.5	4
Cc1ccccc1CC(=O)Nc1ccc(C(=O)N2CCCC2)cc1	25	-0.9	-11
O=C(c1nc[nH]c1C(=O)N1CCN(c2ccccc2)CC1)N1CCN(c2ccccc2)CC1	-3	0.1	-29
COc1cccc(OC)c1C(=O)Nc1nc2cc3c(cc2s1)OCO3	18	-0.2	-16
CC(=O)c1ccc(OCC(O)CN2CCN(Cc3ccc4c(c3)OCO4)CC2)cc1 (configuration not stated)	10&8	0.6	-12&4
COc1ccc(CS(=O)(=O)CC2(O)CCN(C(=O)c3cccc(C(F)(F)F)c3)CC2)cc1	11	-0.5	-20
O=S(=O)(c1ccc(-c2csc(Nc3ccc(F)cc3)n2)cc1)N1CCCC1	9	-0.4	-1

Full records from above. Order of screens: OX1R antag-1 | STK33 inh | OX1R antag-2
CC(=O)c1ccc(N2C(=NC(=O)C(C)C)SC3CS(=O)(=O)CC32)cc1 (configuration not stated) as listed: 14 | 0.3 | -5
Cc1ccccc1CC(=O)Nc1ccc(C(=O)N2CCCC2)cc1 as listed: 25 | -0.9 | -11
CCCCCC(=O)NC(NC(=S)NC1CCS(=O)(=O)C1)C(Cl)(Cl)Cl (configuration not stated) as listed: -8 | -4.5 | 8

Continued:
SMILES	OX1R antag-1	STK33 inh	OX1R antag-2
CCC(C)NS(=O)(=O)c1ccc(OCC(=O)N2CCCC2)cc1 (configuration not stated)	2	-3.4	-6
N#C/C(=N\Nc1cccc([N+](=O)[O-])c1)C(=O)c1ccc(Br)cc1	94*	-0.2	42*
C/C(CC(=O)N(C(C)C)C(C)C)=N\NC(=O)c1ccccc1Br	19	-2.9	-5
COc1ccc2c(c1)sc1nc(-c3ccccc3)cn12	37	3.9	-15
COc1ccccc1CNC(=O)C(NS(=O)(=O)c1ccc2c(c1)OCCO2)C(C)C (configuration not stated)	12	-2.8	-25
COc1ccc(CCC(=O)OCC(=O)c2ccc[nH]2)cc1OC	2	0.3	-13
CN(C)c1nccc(N(Cc2ccccc2)Cc2ccccc2)c1C#N	11	1.1	-15
COc1ccc(OC)c(N2C(=O)CC(Cc3cc(C)cc(C)c3)C2=O)c1 (configuration not stated)	10	-0.9	-6
CC(C)(C)NC(=O)CSc1n[nH]c(=O)n1-c1ccccc1	0	-0.3	4
Cc1ccc(NC(=O)c2ccc(Cl)c(S(=O)(=O)N3CCCCCC3)c2)nc1	20	-1.2	-25
O=C1Nc2ccccc2S/C1=C\C(=O)N1CCCC1	28	0.7	3
Cc1ccc(N(CC(=O)NCc2ccccc2Cl)S(=O)(=O)c2cccs2)cc1	14	-0.1	-10
CCN(CC)S(=O)(=O)c1ccc(C(=O)Nn2cnnc2)cc1	6	1.2	-12
COc1ccc(C)cc1NC(=O)c1ccc(NS(=O)(=O)c2cccc3cccnc23)cc1	26	-0.6	-7
Cc1cc(C)n(C2CCCCC2OC(=O)c2ccccc2F)n1 (configuration not stated)	10	-1.8	-26
CC(C)c1ccc(C(=O)NC(=S)Nc2ccc3[nH]c(=O)[nH]c3c2)cc1	27	0.0	-17
Cn1c2ccccc2c(=O)c2c(=O)n(C3CCCCC3)c(-c3ccco3)nc21	14	1.7	-16
Cn1cccc1Cc1nnc(SCC(=O)Nc2cccc(Cl)c2)n1-c1ccc(F)cc1	19	0.9	-15
COc1ccccc1NC(=O)Cn1cc(C(=O)C2CC2)c2ccccc21	23	-1.7	-13
Cc1cc(C)c(NC(=O)C(C)c2cccc(C(=O)c3ccccc3)c2)c(C)c1 (configuration not stated)	14	-1.5	-17
O=C(OCCN1CCCCC1)c1ccccc1F	-5	-1.0	-5
O=C(C1CCCN(S(=O)(=O)c2ccc(Cl)cc2)C1)N1CCCC1 (configuration not stated)	9	-0.6	-11
O=C(CSc1ccc(-c2ccco2)nn1)N1CCCC1	10	1.1	14

Structures above that have two or more sulfur atoms (13):
SMILES	OX1R antag-1	STK33 inh	OX1R antag-2
CC(=O)c1ccc(N2C(=NC(=O)C(C)C)SC3CS(=O)(=O)CC32)cc1 (configuration not stated)	14	0.3	-5
COc1cccc(C(=O)NCCS(=O)(=O)NCc2cccs2)c1	23	0.3	1
Cc1ccccc1Nc1nnc(SCC(=O)c2cc3ccccc3o2)s1	31	0.1	-13
Cc1ccc(S(=O)(=O)N2CCN(S(=O)(=O)c3ccccc3Br)C2=O)cc1	12	/	0
CCSc1ncc(Cl)c(C(=O)Nc2sc3c(c2C(=O)NCc2cccnc2)CCCC3)n1	5	-1.7	-8
CCSC1=N/C(=C/c2ccsc2)C(=O)N1c1ccccc1	8	-2.8	-29
CCCCCC(=O)NC(NC(=S)NC1CCS(=O)(=O)C1)C(Cl)(Cl)Cl (configuration not stated)	-8	-4.5	8
CC1Sc2ccc(S(=O)(=O)N3CCC(C(=O)NCc4ccccc4)CC3)cc2NC1=O (configuration not stated)	-3	-1.0	-17
O=C(Oc1coc(CSc2nnc(NC(=O)C3CC3)s2)cc1=O)c1ccccc1	7	-2.1	-10
O=C(Nc1ccc(F)cc1)c1sc2cc(C(F)(F)F)cnc2c1-c1cccs1	20	-0.8	-25
O=C(CN1C(=O)NC2(CCCCC2)C1=O)N1CCN(S(=O)(=O)c2ccc(Cl)s2)CC1	2	-1.0	8
O=S(=O)(c1ccc(-c2csc(Nc3ccc(F)cc3)n2)cc1)N1CCCC1	9	-0.4	-1
Cc1ccc(N(CC(=O)NCc2ccccc2Cl)S(=O)(=O)c2cccs2)cc1	14	-0.1	-10

High-throughput results (PubChem BioAssay)
